From PubChem BioAssay
FAS-TE inh: blocks the thioesterase domain of human fatty acid synthase; recombinant FAS-TE, OMFH fluorogenic substrate, fluorescence endpoint; inhibition, % at 15 µM; 360,000 tested, 0.67% active; AID 602261;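 active = compounds whose normalised, plate-corrected inhibition of enzyme fluorescence in the single-dose primary screen is 50% or more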;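 also: 0% = DMSO with enzyme and 100% = substrate without enzyme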
CendR NRP1 mod: modulators of CendR peptide binding to human neuropilin-1; 360,000 tested, 0.85% active; O14786; inhibition, % at 25 µM; FAM-RPARPAR peptide binding to NRP-1, fluorescence polarization;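 active = inhibition or corrected inhibition above about 18%, plus a signal ratio from 0.5 to 1.5, limit read from the data, passing the limit was not always enough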; also: strong numbers were not always called active
Neddyl block: blocks human cullin neddylation. 360,000 tested, 0.58% active. TR-FRET cullin neddylation, biochemical. calls only at 25 µM; in the data active = inhibition above about 36%
MsrA act: bovine methionine sulfoxide reductase A activation. purified bovine MsrA, absorbance read-out. activation, % at 10.6 µM. 360,000 tested, 0.3% active. AID 602163; in the data active = activation above about 7.5%;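 also: 0% = vehicle and 100% = reference activator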
eLon inh: inhibitors of E. coli Lon protease; AID 602123; inhibition, % at 7.94 µM; 360,000 tested, 0.42% active; purified E. coli Lon protease, fluorescence polarization; in the data active = inhibition above about 13%, passing the limit was not always enough;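 also: 0% = enzyme with probe and DMSO and 100% = no enzyme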
Target sequence (P0A9M0 whole entry, looked up): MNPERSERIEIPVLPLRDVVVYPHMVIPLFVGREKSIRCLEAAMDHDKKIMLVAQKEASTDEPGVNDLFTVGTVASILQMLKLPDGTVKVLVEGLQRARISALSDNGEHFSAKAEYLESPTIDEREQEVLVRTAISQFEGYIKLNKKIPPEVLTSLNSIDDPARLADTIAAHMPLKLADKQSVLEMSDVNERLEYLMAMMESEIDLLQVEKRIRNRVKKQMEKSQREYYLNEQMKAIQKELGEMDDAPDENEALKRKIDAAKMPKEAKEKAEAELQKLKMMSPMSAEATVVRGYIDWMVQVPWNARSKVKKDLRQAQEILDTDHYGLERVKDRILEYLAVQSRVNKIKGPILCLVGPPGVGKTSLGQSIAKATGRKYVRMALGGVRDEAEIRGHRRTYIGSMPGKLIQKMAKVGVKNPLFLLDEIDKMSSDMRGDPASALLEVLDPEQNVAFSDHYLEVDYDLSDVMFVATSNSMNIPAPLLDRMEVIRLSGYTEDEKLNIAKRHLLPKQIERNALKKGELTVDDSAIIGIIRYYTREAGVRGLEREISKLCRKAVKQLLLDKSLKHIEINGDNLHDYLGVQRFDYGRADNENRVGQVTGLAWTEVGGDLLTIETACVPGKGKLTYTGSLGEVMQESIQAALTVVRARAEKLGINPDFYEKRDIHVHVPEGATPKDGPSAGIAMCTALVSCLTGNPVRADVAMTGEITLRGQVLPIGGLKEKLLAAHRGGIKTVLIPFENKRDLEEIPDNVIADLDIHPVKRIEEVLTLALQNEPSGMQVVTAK
MT1-MMP act inh: inhibitors of human MT1-MMP activation. P50281. HT1080 RFP-PRO-GFP cells, GFP/RFP ratio fluorescence, overnight; percent of plate control window, DMSO zero. GFP/RFP ratio change, % at 20 µM. 360,000 tested, 0.061% active. AID 651647;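 active = GFP/RFP ratio change of at least 30% with cell ATP level not reduced by more than half and red fluorescence within 50% of control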; also: strong numbers were not always called active
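Compound: 20 µM single dose, 1% DMSO / System: HT1080 RFP-PRO-GFP cells / Controls: DMSO and RFP-L50D-GFP cell wells / Read-out basis: GFP/RFP fluorescence ratio / Schedule: overnight compound exposure at 37 °C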
Rin1-Abl PPI inh: inhibitors of human Rin1-Abl protein interaction. AID 588664. 360,000 tested, 0.4% active. inhibition, % at 7.35 µM. TR-FRET Rin1/Abl binding, biochemical. P00519+Q13671; in the data active = inhibition above about 5%, passing the limit was not always enough
PABP1 MLLE inh: blocks PAM2 peptide binding to the PABP1 MLLE domain; P11940; GST-MLLE / FITC-PAM2 fluorescence polarization; inhibition, % at 20 µM; 360,000 tested, 0.36% active; in the data active = inhibition above about 35%, passing the limit was not always enough;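 also: plate controls were DMSO wells with GST-MLLE for no effect and wells lacking GST-MLLE protein for full effect; some results filed as inactive read as strong as hits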
SKN-1 block: blocks SKN-1 activity in C. elegans; C. elegans VP596 Pgst-4::GFP/RFP ratio, acrylamide-induced, 24 h; inhibition, % at 21.8 µM; 360,000 tested, 0.49% active;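 active = interference check ratio from 0.5 to 1.5 plus GFP to RFP signal ratio inhibition reaching or exceeding a fixed threshold, cut at about 30% in these data, passing the limit was not always enough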; also: some compounds called inactive have numbers as strong as hits
* hit, by the source's call; i = inactive; + = active, no number. The order is random. Share with any hit: about 4%.

SMILES	FAS-TE inh	CendR NRP1 mod	Neddyl block	MsrA act	eLon inh	MT1-MMP act inh	Rin1-Abl PPI inh	PABP1 MLLE inh	SKN-1 block
Cc1ccc(OCC(=O)O/N=C(\N)c2cccc([N+](=O)[O-])c2)cc1C	25	15	i	-2	3	0	1	-13	-12
Cn1c(N)c(C(=O)COC(=O)Cc2ccc(Cl)cc2)c(=O)n(C)c1=O	-5	0	i	-4	1	3	-6	15	10
Cn1c(=O)[nH]c(=O)c2c1nc(CN(Cc1ccccc1)Cc1ccccc1)n2CCN1CCOCC1	-3	-14	i	-8	-4	-3	-2	-2	0
C=CCn1c(CNC(=O)c2cccs2)nnc1SCC(=O)Nc1ccc(C(=O)O)cc1	-8	-7	i	-3	0	-1	1	-113	8
Cc1ccccc1NC(=O)NC1(C(=O)NCCCN2CCOCC2)CCCCC1	-2	1	i	1	0	2	5	-1	8
O=C(NCc1ccco1)C(Cc1ccccc1)NS(=O)(=O)c1cccc2nsnc12 (centres undefined)	-7	1	i	-9	0	-3	4	14	5
Cc1cccc(Cl)c1NC(=S)N1CCN(c2ccc([N+](=O)[O-])cn2)CC1	16	-10	i	-7	5	6	-1	-37	-8
COc1ccc(C(C#N)(CC(=O)O)c2cnccn2)cc1OC (centres undefined)	-11	1	i	-1	5	3	-3	-1	8
COc1cc(/C=C(/C(=O)c2cccs2)c2nc3ccccc3[nH]2)cc(OC)c1O	-8	-6	i	-6	-7	7	-3	-3	-1
CCCN1CNc2c(c(=O)[nH]c(=S)n2-c2ccc(Cl)cc2)C1	-4	3	i	-3	-2	-1	-1	21	10
Cc1c(Cl)ccc2c(C(O)CBr)cc(-c3ccccc3)nc12 (centres undefined)	31	-2	i	-7	-1	2	1	8	-18
O=C(O)c1ccc(-c2ccc(/C=C3\NC(=O)N(Cc4ccc(Cl)cc4)C3=O)o2)cc1Cl	-2	-55	i	-15	-13	-7	1	-16	5
Cc1cc(C(=O)N(C)CC(=O)Nc2ccccc2C(F)(F)F)c(C)o1	-13	-14	i	1	-6	1	2	9	-18
O=C(NC(=S)Nc1ccc(F)c([N+](=O)[O-])c1)c1ccccc1F	23	7	i	-1	1	-7	-4	12	9
O=[N+]([O-])c1cccc(-c2nnc(C34CC5CC(CC(C5)C3)C4)o2)c1	33	4	i	-6	-6	1	-1	-5	7
C[C@]12CCC(=O)C=C1C=C[C@@H]1[C@@H]2CC[C@@]2(C)[C@H]1CC[C@@]21CCC(=O)O1	1	3	i	-5	7	1	-7	7	-5
CC(C)CC(=O)Nc1sc2c(c1C(=O)O)CCCCC2	-6	3	i	-7	-1	2	-1	1	-9
CC(C)N(C)c1ncnc2c1ncn2[C@H]1CN(CCN2CCOCC2)C[C@@H](CO)O1	-12	10	i	-4	6	0	5	3	-9
COc1ccc(/C=C/C(=O)OCC(=O)NCc2ccco2)cc1OC	-7	-8	i	-4	-4	8	-2	6	9
O=C1CSC(c2cn(-c3ccccc3)nc2-c2cc3ccccc3oc2=O)N1Cc1ccccc1 (centres undefined)	38	6	i	-1	-5	-3	0	0	21
C(#Cc1ccc(C#CCN2CCOCC2)cc1)CN1CCOCC1	-7	-2	i	-12	1	3	0	-16	-24
CSc1nnc(NC(=O)c2cc3ccccc3oc2=O)s1	-6	-2	i	0	2	-6	2	10	2
CC1CCN(c2ccc([N+](=O)[O-])cn2)CC1	4	-15	i	-2	6	-1	-3	1	22
NC(=O)CN1C(=O)/C(=c2\sc3nc(=O)c(Cc4ccccc4)nn3c2=O)c2ccccc21	-4	7	i	-1	3	-1	0	28	19
CCCCNC(=O)c1ccccc1SCC(=O)NC1CCCCCCC1	6	0	i	-3	-25	-1	2	19	-8
Cc1ccccc1NC(=O)NC1CCS(=O)(=O)C1 (centres undefined)	-4	-1	i	-4	-3	1	3	12	12
Cc1cc(C)n2nc(C(=O)OCC(=O)c3ccccc3Cl)nc2n1	-1	-13	i	-1	-2	-1	4	2	7
CCN(CC)c1ccc(C2NCC(c3ccc([N+](=O)[O-])cc3)O2)cc1 (centres undefined)	-2	-13	i	-5	-9	17	1	3	-10
CCOc1ccc(CCNC(=O)COC(=O)c2ccncc2)cc1OCC	-9	5	i	-10	-1	8	-3	-18	7
CC(=O)c1ccc(N(CC(=O)NC2CCCCC2)C(=O)CNC(=O)c2cccs2)cc1	4	1	i	-2	6	0	0	-3	-3
COc1cc(/C=C/CNC[C@H]2O[C@@H](n3cnc(C(N)=O)n3)[C@H](O)[C@@H]2O)ccc1O	-8	3	i	-6	-1	3	-3	5	-6
Cc1ccsc1C(=O)N1CC=C(c2ccccc2)CC1	2	6	i	1	-2	2	-2	2	10
COc1ccc(C(C)=O)cc1CC1(C)C(=O)Nc2ccc(-c3cccc(C(F)(F)F)c3)cc21 (centres undefined)	23	-8	i	2	-7	-2	0	-2	14
CN(CC(=O)Nc1ccccc1Cl)C(=O)c1cc(-c2cccs2)nn1-c1ccccc1	15	-15	i	-2	4	-1	1	-11	18
Cc1ccc(S(=O)(=O)N2CCN(C(=O)c3ccc([N+](=O)[O-])cc3)C2)cc1	1	12	i	0	-13	-1	-4	3	4
CCN1C(=O)C(CC(=O)Nc2ccc(OC)cc2)N(Cc2ccc(OC)c(OC)c2)C1=S (centres undefined)	-1	5	i	-3	5	-2	-4	-28	-5
CC(=O)OCc1ccccc1Sc1ccccc1C(=O)NCc1ccccc1	14	-2	i	-1	-2	0	0	16	-1
O=c1c2ccccc2nc(CSc2nnnn2-c2ccccc2)n1-c1cccc(C(F)(F)F)c1	-19	4	i	-9	-4	2	7	9	-10
Brc1cccc(CNCC2CCCO2)c1 (centres undefined)	-6	1	i	-3	3	1	-1	3	9
CCN(C(=O)CN1C(=O)S/C(=C\c2ccccc2Cl)C1=O)C1CCS(=O)(=O)C1 (centres undefined)	17	-8	i	-2	-6	-2	-3	22	13

Single entries from the results shown:
MT1-MMP act inh result of CC(=O)c1ccc(N(CC(=O)NC2CCCCC2)C(=O)CNC(=O)c2cccs2)cc1 is entered as 0
MsrA act result of CCCN1CNc2c(c(=O)[nH]c(=S)n2-c2ccc(Cl)cc2)C1 is entered as -3
SKN-1 block result of CCN(CC)c1ccc(C2NCC(c3ccc([N+](=O)[O-])cc3)O2)cc1 (centres undefined) is entered as -10
MsrA act result of COc1ccc(C(C)=O)cc1CC1(C)C(=O)Nc2ccc(-c3cccc(C(F)(F)F)c3)cc21 (centres undefined) is entered as 2

Reformatted: entries from further up.
compound | FAS-TE inh | CendR NRP1 mod | Neddyl block | MsrA act | eLon inh | MT1-MMP act inh | Rin1-Abl PPI inh | PABP1 MLLE inh | SKN-1 block
CCCCNC(=O)c1ccccc1SCC(=O)NC1CCCCCCC1 | 6 | 0 | i | -3 | -25 | -1 | 2 | 19 | -8
Cc1ccccc1NC(=O)NC1CCS(=O)(=O)C1 (centres undefined) | -4 | -1 | i | -4 | -3 | 1 | 3 | 12 | 12
Cc1cc(C)n2nc(C(=O)OCC(=O)c3ccccc3Cl)nc2n1 | -1 | -13 | i | -1 | -2 | -1 | 4 | 2 | 7
CCN(CC)c1ccc(C2NCC(c3ccc([N+](=O)[O-])cc3)O2)cc1 (centres undefined) | -2 | -13 | i | -5 | -9 | 17 | 1 | 3 | -10
CCOc1ccc(CCNC(=O)COC(=O)c2ccncc2)cc1OCC | -9 | 5 | i | -10 | -1 | 8 | -3 | -18 | 7

Two compounds picked at random from the list so far:
SMILES	FAS-TE inh	CendR NRP1 mod	Neddyl block	MsrA act	eLon inh	MT1-MMP act inh	Rin1-Abl PPI inh	PABP1 MLLE inh	SKN-1 block
Cn1c(=O)[nH]c(=O)c2c1nc(CN(Cc1ccccc1)Cc1ccccc1)n2CCN1CCOCC1	-3	-14	i	-8	-4	-3	-2	-2	0
CCOc1ccc(CCNC(=O)COC(=O)c2ccncc2)cc1OCC	-9	5	i	-10	-1	8	-3	-18	7

Back to the main list with the three entries that preceded the break.
SMILES	FAS-TE inh	CendR NRP1 mod	Neddyl block	MsrA act	eLon inh	MT1-MMP act inh	Rin1-Abl PPI inh	PABP1 MLLE inh	SKN-1 block
O=c1c2ccccc2nc(CSc2nnnn2-c2ccccc2)n1-c1cccc(C(F)(F)F)c1	-19	4	i	-9	-4	2	7	9	-10
Brc1cccc(CNCC2CCCO2)c1 (centres undefined)	-6	1	i	-3	3	1	-1	3	9
CCN(C(=O)CN1C(=O)S/C(=C\c2ccccc2Cl)C1=O)C1CCS(=O)(=O)C1 (centres undefined)	17	-8	i	-2	-6	-2	-3	22	13
Cc1ccc(N(C(=O)CNC(=O)c2ccco2)C(C(=O)NC2CCCCC2)c2cccnc2)cc1F (centres undefined)	4	4	i	-6	-8	2	4	12	-26
CC12CCC(C(=O)Nc3ccccc3N3CCOCC3)(CC1=O)C2(C)C (centres undefined)	-8	14	i	3	0	7	-2	26	4
COc1ccc(S(=O)(=O)Cc2ccc(C(=O)NCc3ccccc3)o2)cc1	-4	-3	i	-3	-5	1	3	2	14
CCO/C=N/c1c(C#N)c(CC#N)nn1-c1ccccc1	-1	-21	i	3	-12	-5	5	-11	7
Cc1nn(-c2ccccc2)c2nc(C(Cl)(Cl)Cl)[nH]c(=O)c12	2	-2	i	-1	5	2	-4	2	10
O=C(COC(=O)CN1C(=O)C(=O)c2ccccc21)OCN1C(=O)c2ccccc2C1=O	-14	-6	i	-2	-8	0	-2	-10	3
CC1CCCCC1NC(=O)COC(=O)c1cc(=O)c2ccccc2o1 (centres undefined)	-1	12	i	-3	-2	0	1	7	9
COCCn1c(SCC(=O)Nc2ccc(OC)c(S(N)(=O)=O)c2)nc2ccccc2c1=O	-4	-1	i	-1	-5	7	-4	-20	8
O=C(CCC1CCCN(C(=O)CCN2CCCCC2=O)C1)NCc1ccccc1F (centres undefined)	0	7	i	-7	-11	1	2	-3	5
CC1(Cc2ccc3c(c2)OCO3)NC(=O)NC1=O (centres undefined)	1	7	i	2	-6	3	4	2	13
COc1ccc(/C=N\NC(=O)c2sccc2C)cc1Cn1nc(C)cc1C	1	-5	i	-6	-11	14	-2	-19	5
O=C(O)c1ccccc1/C=N/NC(=O)c1cc(-c2ccco2)nc2ccccc12	3	-55	+	-2	-11	-1	2	-25	-1
CC(C)CCNc1nc(N)c([N+](=O)[O-])c(NC2CCCCC2)n1	6	-3	i	-2	-5	2	1	2	18
COc1cccc(C2C(C(=O)Nc3nc4ccccc4s3)=C(C)NC3=C2C(=O)CC(C)(C)C3)c1OC (centres undefined)	10	11	i	-11	6	-8	-1	-2	6
COc1cc(C(N)=O)cc(Br)c1OCc1ccccc1	-3	-3	i	5	-12	7	3	2	9
O=C(NCC(c1ccco1)N1CCCC1)c1sc2cc(F)ccc2c1Cl (centres undefined)	6	7	i	0	-1	-2	-1	1	-11
CCNc1nc(NC(C)C)nc(SCCOC(=O)c2ccccc2)n1	5	-10	i	1	-20	-1	0	5	-1
CC(=O)c1ccc2c(c1)Cc1cc(C(C)=O)ccc1-2	-1	-18	i	-9	-9	0	-5	9	7
COc1ccc(/C=N/NC(=O)c2cccc(NC(=O)c3ccc(Cl)cc3)c2)c(OC)c1	5	-6	i	-5	9	2	2	5	3
